JMJD2A Tudor inh – JMJD2A Tudor domain (human) inhibition; O75164; AlphaScreen JMJD2A-Tudor / H3K4me3 peptide binding; Potency, µM (top dose mostly 114 µM), without a hit: at the highest dose activity change, negative = inhibition, usual class: inhibitors; actives 4.4% (n = 390,000); AID 504339; note: % is set by controls: 0 for no effect and ±100 for the full control effect; nearly all actives have a fitted effect of over 50% in size
POLK inh – blocks human DNA polymerase kappa activity; Potency, µM (highest dose often 107 µM), for the others: at the highest dose activity, negative = inhibition, most hits filed as inhibitors; Q9UBT6; purified Pol kappa, fluorescent DNA synthesis assay, 10 min; actives 0.53% (n = 400,000); note: % is set by controls: 0 for no effect and ±100 for the full control effect
Target sequence (Q9UBT6 whole entry, looked up): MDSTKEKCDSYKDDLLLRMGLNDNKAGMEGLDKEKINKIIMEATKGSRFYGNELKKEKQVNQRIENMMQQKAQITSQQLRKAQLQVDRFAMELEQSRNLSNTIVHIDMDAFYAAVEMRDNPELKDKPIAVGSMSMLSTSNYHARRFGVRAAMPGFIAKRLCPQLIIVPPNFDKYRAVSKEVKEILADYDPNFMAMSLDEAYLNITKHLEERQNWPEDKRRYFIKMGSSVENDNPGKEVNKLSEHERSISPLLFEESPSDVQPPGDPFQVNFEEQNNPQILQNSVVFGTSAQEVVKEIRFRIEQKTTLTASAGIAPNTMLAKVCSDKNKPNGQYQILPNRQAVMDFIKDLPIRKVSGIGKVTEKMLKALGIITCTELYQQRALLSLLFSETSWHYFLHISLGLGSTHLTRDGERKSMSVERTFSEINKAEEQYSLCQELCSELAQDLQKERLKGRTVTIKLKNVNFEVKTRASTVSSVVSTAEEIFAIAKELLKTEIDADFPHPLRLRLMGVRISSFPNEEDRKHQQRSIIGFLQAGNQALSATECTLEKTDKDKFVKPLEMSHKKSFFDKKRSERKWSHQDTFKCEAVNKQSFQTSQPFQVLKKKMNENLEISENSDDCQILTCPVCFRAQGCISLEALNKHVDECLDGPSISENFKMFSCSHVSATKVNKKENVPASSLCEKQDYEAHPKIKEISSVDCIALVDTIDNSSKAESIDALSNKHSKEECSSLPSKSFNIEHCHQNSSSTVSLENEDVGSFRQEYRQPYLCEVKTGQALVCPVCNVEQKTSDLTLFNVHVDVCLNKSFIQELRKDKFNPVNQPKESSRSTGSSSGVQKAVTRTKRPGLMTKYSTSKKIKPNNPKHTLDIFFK
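Kinetic fluorescence screen: compound preincubated 15 min RT with 10 nM enzyme; 50 nM substrate (final) initiates; reads at 0/10 min.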
POLB inh – DNA polymerase beta (human) inhibition | P06746 | Pol beta primer extension/strand displacement, fluorescence kinetic | Potency, µM (doses to about 114 µM), for the others: at the top dose activity change, negative = inhibition, usual class: inhibitors | actives 1.3% (n = 340,000) | AID 485314; note: % is set by controls: 0 for no effect and ±100 for the full control effect
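Values derive from four-parameter Hill fits of normalized kinetic data: reads at 0 and 10 min following addition of 50 nM substrate to 10 nM Pol beta preincubated 15 min with compound.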
Pol iota inh – DNA polymerase iota (human) inhibition; Q9UNA4; Pol iota fluorescent replication assay, 10 min; Potency, µM (highest dose often 115 µM), inactives show at the top dose activity, negative = inhibition, actives largely listed as inhibitors; actives 1% (n = 390,000); AID 588590
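Fluorescent replication assay read twice, at 0 min and 10 min after adding 50 nM (final) substrate. Enzyme (10 nM) and compounds were first incubated 15 min at room temperature; enzyme-free buffer wells were negative controls.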
BLM helicase inh – inhibitors of human Bloom syndrome helicase BLM; P54132; recombinant BLM DNA unwinding, fluorescence dequenching; Potency, µM (titrated, usually from 56.1 µM), without a hit: at the top dose activity change, negative = inhibition, usual class: inhibitors; actives 0.2% (n = 350,000);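 note: plate controls were vehicle for no effect and no enzyme for full effect; nearly all actives have a fitted effect of over 35% in size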
G9a block – blocks human histone lysine methyltransferase G9a; Q96KQ7; G9a H3K9 monomethylation, AlphaScreen, 2 h; Potency, µM (top dose mostly 102 µM), for inactives: at the highest dose activity, negative = inhibition, actives largely listed as inhibitors; actives 8.8% (n = 350,000); AID 504332; note: % is set by controls: 0 for no effect and ±100 for the full control effect; nearly all actives have a fitted effect of over 75% in size
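Enzyme 20 nM + cpd, 15 min RT; add b-H3K9 pep 500 nM / SAM 20 uM; 2 h RT; anti-H3K9me1 Ab 0.5 ug/mL + SA donor / anti-rabbit acceptor beads 20 ug/mL each, 10 min; AlphaScreen read.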
APE1 inh – APE1 (human) endonuclease inhibition; P27695; Potency, µM (series often up to 65.8 µM), inactives show at the top dose activity change, negative = inhibition, most hits filed as inhibitors; actives 0.35% (n = 350,000); recombinant APE1, TAMRA/BHQ-2 abasic DNA cleavage fluorescence;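 note: plate controls were vehicle for no effect and reference inhibitor for full effect; nearly all actives have a fitted effect of over 55% in size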
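Quantitative HTS: incision of a TAMRA/BHQ-2 double-stranded substrate bearing a tetrahydrofuran abasic site by 0.75 nM APE1 raises fluorescence. Substrate 50 nM final, added after 15 min compound preincubation at room temperature; progress as third-minus-first kinetic read difference.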
BAZ2B inh – inhibitors of human BAZ2B bromodomain. Q9UIF8. AlphaScreen BAZ2B-H3K14Ac peptide displacement. Potency, µM (doses to about 114 µM), without a hit: top-dose activity change, negative = inhibition, usual class: inhibitors. actives 4.4% (n = 360,000). AID 504333; note: % is set by controls: 0 for no effect and ±100 for the full control effect; nearly all actives have a fitted effect of over 60% in size
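AlphaScreen displacement of biotin-H3(5-23)K14Ac peptide (50 nM final) from BAZ2B (50 nM final) in PBS pH 7.4, 0.01% Tween-20; complex preformed 30 min RT, then compounds (top 110 uM) 30 min RT, beads 20 min dark.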
Pol eta inh – blocks human DNA polymerase eta activity | recombinant Pol eta, fluorescent DNA replication assay | Q9Y253 | Potency, µM (top dose mostly 114 µM), for inactives: at the top dose activity change, negative = inhibition, actives largely listed as inhibitors | AID 588591 | actives 1.2% (n = 390,000); note: % is set by controls: 0 for no effect and ±100 for the full control effect
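Pol eta at 10 nM preincubated with compounds 15 min at room temperature; reaction started with fluorescent substrate (50 nM final) and read kinetically at 0 and 10 min.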
The depositor's hits bear a star; ? = inconclusive; . = no result given; & = joins results of further samples; [ ] = another dose, or the depositor's remark. Calls come from the whole dose curve; as a rule, active = well fitted curve in the direction sought with a large enough effect; inconclusive = small, poorly fitted or top-dose-only effect, or another doubt; inactive = no such curve, though single readings can be large; an effect the other way counts as inactive or inconclusive. Potency is the fitted concentration of half-maximal effect.

SMILES | JMJD2A Tudor inh | POLK inh | POLB inh | Pol iota inh | BLM helicase inh | G9a block | APE1 inh | BAZ2B inh | Pol eta inh
Cc1cccc(C(=O)Nc2cccc(OCc3cc(=O)n4c(C)csc4n3)c2)c1 | -14% | -16% | ? | 43%[activator] | -19% | -32%[59 µM] | . | 0% | -17%
CCC(C)(C)C1CCc2[nH]nc(C(=O)NCc3ccc(OC)cc3)c2C1 (stereo unspecified) | -18% | -2% | . | 7% | . | -4%[2.33 µM] | 16% | 13% | -8%
O=C(NC(Cc1ccc(O)cc1)C(=O)N=Nc1c(O)[nH]c2ccccc12)c1ccccc1 (stereo unspecified) | -28% | -20% | . | -6% | . | . | . | . | ?
CC(C)=C1C2CCC1C1C(=O)N(c3nc(-c4ccc(C(C)C)cc4)c(C)s3)C(=O)C21 (stereo unspecified) | 7% | -7% | 11% | 13% | -8% | . | 0% | 0% | 1%
COc1ccc(C(=O)NCCN2CCOCC2)cc1S(=O)(=O)Nc1ccc(C)cc1 | -7% | -2% | . | 0% | . | 9%[2.33 µM] | 9% | 2% | 6%
Cn1c(CSCc2ccc(F)cc2)nnc1SCC(=O)N1CCN(c2ccccc2)CC1 | -32% | -13% | 0% | 5% | -7% | . | 1% | -3% | -12%
CCOC(=O)C1(Cc2ccccc2Cl)CCN(C(=O)CCn2ccnc2C)CC1 | -5% | 9% | -21% | 36%[activator] | 2% | ? | 6% | -26% | -7%
O=c1c2c(-c3ccc([N+](=O)[O-])cc3)csc2nc2n1CCCCC2 | ? | -8% | -24% | 43%[activator] | -8% | 35µM* | -2% | ? | -18%
Cc1cc(=O)[nH]c(SCc2cccc3cccnc23)n1 | -3% | 2% | 0% | 70%[activator] | -7% | 12% | -8% | . | -14%
C=C(C)CN1C(=O)C(=O)N(CC(=C)C)C1=O | -10% | -2% | 0% | 84%[activator] | -1% | 18%[12.7 µM] | 1% | 1% | -17%
CSC1=NNC(c2ccc(C(C)(C)C)cc2)=NN1 | 7% | 0% | 7% | 14% | 0% | ? | -1% | 0% | ?
CN1CCN(C2CCN(S(=O)(=O)c3ccc(C(C)(C)C)cc3)CC2)CC1 | -10% | -4% | 7% | 46%[activator] | 0% | -12% | 23% | -1% | -20%
CCOC(=O)C1=C(c2ccccc2)NC(=S)NC1c1ccc(C)c([N+](=O)[O-])c1 (stereo unspecified) | -19% | -7% | 1% | 22% | -4% | 9%[59 µM] | 0% | -39% | -3%
CC(=O)n1cc(N(C(=O)CCl)c2ccc(C)cc2)c2ccccc21 | -8% | 4% | 2% | 6% | -10% | -41% | -3% | -20% | 32µM*
Cc1ccc(C(=O)C(C)OC(=O)c2ccc(Cl)nc2)cc1 (stereo unspecified) | 17% | -27% | . | 23% | . | ? | -2% | 20% | -8%
NC(=O)NC(=O)COC(=O)CNS(=O)(=O)c1ccc(F)c(F)c1F | -15% | -19% | -15% | 21% | 2% | 13% | 12% | -13% | -19%
Cc1ccc(-c2nc(CS(=O)CC(=O)NC(C)CCc3ccccc3)c(C)o2)cc1 (stereo unspecified) | -27% | -9% | -7% | -18% | -4% | . | -11% | ? | -14%
CCCN1CCN(CC(=O)NCC(=O)Nc2cccc(C)c2C)CC1 | -15% | -7% | . | 16% | . | -1% | 1% | 0% | -1%
Cc1nc2ncnn2c(C)c1CCC(=O)NCCC1=CCCCC1 | 3% | -11% | 19% | 16% | 1% | -37% | -1% | -19% | -13%
FC(F)(F)c1cc(C(F)(F)F)c2ccc(N3CCN(c4ccc(Cl)cc4)CC3)nc2n1 | 12% | -8% | 23% | 33%[activator] | -3% | 1%[59 µM] | -3% | -6% | -10%

Reprinted at random: 2 entries already listed, in no set order.
SMILES | JMJD2A Tudor inh | POLK inh | POLB inh | Pol iota inh | BLM helicase inh | G9a block | APE1 inh | BAZ2B inh | Pol eta inh
CCCN1CCN(CC(=O)NCC(=O)Nc2cccc(C)c2C)CC1 | -15% | -7% | . | 16% | . | -1% | 1% | 0% | -1%
CN1CCN(C2CCN(S(=O)(=O)c3ccc(C(C)(C)C)cc3)CC2)CC1 | -10% | -4% | 7% | 46%[activator] | 0% | -12% | 23% | -1% | -20%

(list continues)
SMILES | JMJD2A Tudor inh | POLK inh | POLB inh | Pol iota inh | BLM helicase inh | G9a block | APE1 inh | BAZ2B inh | Pol eta inh
C(C#CCCCCCCCCC[n+]1ccccc1)#CCCCCCCCCC[n+]1ccccc1 | -8%&-22% | 7%&-4% | 11% | 29%&7% | 99%[activator] | -19% | -33% | -7% | -11%&-3%
N/C(=N\N=C\c1ccc2c(c1)OCO2)c1nonc1N | -8% | 8% | 6% | -7% | 3% | 9%[59 µM] | -5% | 3% | -3%
O=C(c1ccc2nc(-c3ccco3)c(-c3ccco3)nc2c1)N1CCN(c2ncccn2)CC1 | 89µM* | ? | 40µM* | ? | ? | 35µM* | ? | ? | ?
N#CC1(NC(=O)COC(=O)CNC(=O)c2sc3ccccc3c2Cl)CCCCC1 | -22% | -7% | . | 25% | . | 25%[12.7 µM] | -5% | 1% | -21%
COc1ccc(-c2csc(NC(=O)COc3ccc(N(C)S(=O)(=O)c4ccc(C)cc4)cc3)n2)cc1 | -29% | -16% | 5% | 4% | -5% | 17%[59 µM] | 12% | 2% | -17%
Cc1ccccc1C1=NC(C(F)(F)F)(C(F)(F)F)c2c(n(C)c(=O)n(C)c2=O)N1 | -10% | -4% | 93% | 16% | -4% | 13%[59 µM] | 4% | 7% | 0%
COc1ccc(OC)c(NCc2cccn2-c2nnc(N3CCC(C)CC3)s2)c1 | ? | -12%[60.1 µM] | ? | 37%[activator] | -3% | 7.9µM* | . | -32% | -17%
CC1CCC(NC(=O)c2ccc(CS(=O)(=O)c3cccc(C(F)(F)F)c3)o2)CC1 (stereo unspecified) | -2% | 2% | 0% | 8% | -3% | -5%[59 µM] | . | ? | -16%
CC(NCC(=O)Nc1ccccc1C(=O)NC1CC1)c1ccco1 (stereo unspecified) | 5% | -5% | . | 15% | . | -16%[0.501 µM] | 0% | 0% | -8%
CC(NC(=O)CNC(=O)c1cccc(Cl)c1)c1ccccc1 (stereo unspecified) | -5% | 1% | 5% | -9% | -5% | -4%[0.501 µM] | -5% | -31% | 1%
COC(=O)c1ccc(Oc2nc3c(c(=O)n(C)c(=O)n3C)n2C(C)C)cc1 | -6% | -4% | 15% | 7% | 2% | -2%[59 µM] | . | 3% | -15%
Cc1c(NC(=O)/C(C#N)=C/c2ccc(-c3ccc(Cl)c(Cl)c3)o2)c(=O)n(-c2ccccc2)n1C | ? | -2% | -23% | 102%[activator] | 0% | ? | -6% | -38% | -14%
Cc1cc(-c2ccc(C)c(S(=O)(=O)NCC3CCN(Cc4ccc(F)cc4)CC3)c2)on1 | -23%&-29% | -18%&-4% | 3%&0% | -12%&-16% | -5%&5% | 20% | 14% | -18%[57.1 µM] | -2%&-7%
CC(C)c1nc(-c2c(N)n(C)c(=O)n(C)c2=O)sc1C(=O)C(C)(C)C | -10% | 1% | -2% | 5% | 0% | 11%[59 µM] | -4% | 6% | 10%
C=CCN(CC=C)C(=S)Nc1ccccc1 | -12% | -1% | 27% | 12% | -1% | -8% | ? | 1%[57.1 µM] | 5%
COc1ccccc1NS(=O)(=O)c1ccc2oc(SCC(=O)N3CCNC3=O)nc2c1 | -15% | -18% | . | 3% | . | -1%[12.7 µM] | -16% | 11% | -8%
O=C(COC(=O)c1ccccc1SCC(=O)N1CCCC1)NCc1ccccc1 | -3% | -12% | . | 7% | . | -36% | -5% | 14% | -1%
Cn1c2ccccc2c(=O)c2c(=O)n(Cc3ccco3)c(-c3ccc(F)cc3)nc21 | -24% | -17% | ? | ? | -7% | ? | 2% | -24% | -19%
CCNC(=O)COn1c(SCC(=O)NCC)nc2ccccc2c1=O | 5% | 1% | 1% | 5% | 0% | ? | 8% | 0% | 8%
CSCCC(N=C1NS(=O)(=O)c2ccccc21)C(=O)NCCc1ccccc1 (stereo unspecified) | -5% | -8% | 15% | 22% | -1% | 6% | 8% | 4% | -17%
CC(NC(=O)CN1CCN(c2ccccc2F)CC1)c1ccccc1 (stereo unspecified) | -13% | 10% | 87% | 54%[activator] | -4% | 12% | 14% | -14% | -4%
Cc1ccc(S(=O)(=O)N2CCN(Cc3cccnc3)CC2)cc1 | -8% | 3% | 14% | 29% | 2% | -15% | 30% | -12% | -18%
COc1cc(CNc2ccc(CNc3ncn[nH]3)cc2)ccc1OCC(=O)NC(C)(C)C | -33% | -1% | -2% | 24% | -10% | -13%[59 µM] | 1% | -36% | -11%
COc1ccc(NC2=C(C(C)=O)C(c3ccc(OC)cc3)C(C(C)=O)C(C)(O)C2)cc1 (stereo unspecified) | -5%[11.4 µM] | -8% | 15% | 81%[activator] | -6% | ? | -1% | -21% | -1%
CC(=O)N1c2c(cc(Br)cc2S(=O)(=O)NCC2COc3ccccc3O2)CC1C (stereo unspecified) | -17% | 3% | 25% | 14% | -1% | -49% | -6% | -36% | 4%
CCCCCCC(=O)NCC(=O)OCC(=O)c1ccccc1 | -10%[11.4 µM] | -5% | 12% | 3% | -2% | 25µM* | -2% | 9% | -11%
O=C(NC(NNc1ccc([N+](=O)[O-])cc1)(C(F)(F)F)C(F)(F)F)c1ccc(Cl)cc1 | ? | -9% | -4% | 21% | -11% | 40µM* | 0% | -39% | -5%
C=CCc1cccc2cc(C(=O)N3CCOCC3)c(=O)oc12 | -13% | -12% | -9% | -15% | -12% | -47% | 41%[activator] | 5% | -2%
COC(=O)C1SCC2C(=O)N(Cc3ccc(F)cc3)CC(=O)N21 (stereo unspecified) | 5% | 3% | 0% | 16% | -3% | 43% | -3% | 12% | -17%
C=CCN(c1nc(C)cc(OC)n1)S(=O)(=O)c1ccccc1 | 21% | -11% | -1% | -11% | -3% | 9%[0.501 µM] | -7% | -19% | -1%

Sorted by the number under Pol eta inh (highest first): 3 from the list above.
compound,Pol eta inh
CC(NC(=O)CN1CCN(c2ccccc2F)CC1)c1ccccc1 (stereo unspecified),-4%
CCCCCCC(=O)NCC(=O)OCC(=O)c1ccccc1,-11%
Cc1ccc(S(=O)(=O)N2CCN(Cc3cccnc3)CC2)cc1,-18%

Screens from PubChem BioAssay.

Some of the compounds tested; the hit share may differ from the screen's.
